Pf gamet viab: kills late stage P. falciparum gametocytes | P. falciparum stage V gametocytes, ATP luminescence, 24 h | inhibition, % at 10.9 µM | 0.065% of 150,000 active;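 active = inhibition above the mean plus 3 SD of compounds within the control limits, set per campaign, cut at about 38% in these data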;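 also: 0% = DMSO wells and 100% = medium only without gametocytes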
Avidin bead fluor: compound fluoresces at 488/530 nm on avidin beads; compound fluorescence 488/530 nm, flow cytometry; active compounds read high; fluorescence (KMESF) at 10 µM; 0.38% of 220,000 active; AID 1775; in the data active = fluorescence above about 47; also: inactives centre near 10
The depositor's hits bear a star. These rows are one share of the data. The share of hits here may be higher or lower than overall.

SMILES	Pf gamet viab	Avidin bead fluor
Cn1nc(C(=O)N2CCN(C(c3ccccc3)c3ccccc3)CC2)c2ccccc2c1=O	-27	7
Cc1ccc(NC(=O)CN(C)C(=O)c2nn(C)c(=O)c3ccccc23)cc1	24	6
CCCCCC(=O)N1CC2(CC(c3cccc(NC(=O)[C@@H]4CCC(=O)N4)c3)=NO2)C[C@@H]1C(N)=O (stereo partly drawn)	9	9
CCCc1nc2oc3c(NCC(C)O)ncnc3c2c2c1CCCC2 (stereo not drawn)	4	8
CC(C)NC(=O)Nc1n[nH]c(Nc2ccc(Cl)cc2)n1	6	7
COc1cccc(N2C(=O)CC(N3CCc4ccccc4C3)C2=O)c1 (stereo not drawn)	5	5
O=C(CSCc1ccccc1)Nc1ccccc1C(=O)Nc1ccc(C(=O)O)cc1	-7	4
CN(C)S(=O)(=O)c1ccc(C(=O)OCC(=O)Nc2ccc(OC(F)F)cc2)cc1	5	8
COc1ccc(NC(=O)/C(=C/c2cccs2)NC(=O)c2ccco2)cc1	-8	29
CCCn1ncc(CN2CCN(Cc3ccc(C)o3)C(CCO)C2)c1C (stereo not drawn)	21	5
O=C(O)c1nnn(-c2ccc([N+](=O)[O-])cc2)c1-c1ccccc1	2	3
COC(=O)c1ccc(C23CC4(C2)[C@H](CN(Cc2cccnc2)[C@@H]4c2ccccc2)C3c2ccc(Cl)nc2)cc1 (stereo partly drawn)	30	8
Cc1ccc(SCc2cn3c(C)cc(C)nc3n2)cc1	3	4
Cn1c(NNC(=O)c2c(F)cccc2F)cc(=O)n(C)c1=O	-3	8
Cn1c(SCc2cc(=O)[nH]c(C(C)(C)C)n2)nnc1C(F)(F)F	-10	3
Cc1ccc(Nc2c(-c3ccccc3O)nc3ncccn23)cc1	-8	8
COc1ccc(/C=N/N2C(=N)SCC2=O)cc1	22	7
CCOc1cc(/C=N/Nc2cc(C)nc(-n3nc(C)cc3C)n2)ccc1O	7	8
NCCc1nnc(SCC(=O)c2ccc(Cl)cc2)o1	-7	3
CCN(CC)c1ccc(NC(=O)C2CCC(CNc3c(N4CCCC4)c(=O)c3=O)CC2)c(C)c1 (stereo not drawn)	20	6
C/C(=N/NC(=O)C1COc2ccccc2O1)c1ccc(Br)s1 (stereo not drawn)	-18	8
COc1ccc(C2(C#N)CCC(=O)N2c2ccccc2)cc1 (stereo not drawn)	32	7
CC(C)(C)Nc1nc2cc([N+](=O)[O-])ccc2o1	9	7
COC(=O)c1ccc(Nc2cc(C)nc3ccc(C)cc23)cc1	9	7
Cc1nc2ccc(N=NN(C)C)cc2[nH]1	3	5
COc1ccc(N(C)C(=O)c2oc(=O)c3ccccc3c2-c2ccccc2)c(OC)c1	-11	7
C=C1CCN([C@@H](C)C(=O)OCc2cccc(C)c2)S(=O)(=O)c2ccccc21	-11	8
Cc1cccc(-c2noc(CCC(=O)Nc3ccc(C(N)=O)cc3)n2)c1	-10	10
CC1Cc2ccccc2N1S(=O)(=O)c1cccc(C(=O)Nc2cccnc2)c1 (stereo not drawn)	11	10
O=S(=O)(c1ccc(NC(=S)N/N=C/c2ccc(O)c(O)c2)cc1)N1CCOCC1	22	7
CCCOc1ccc(C(=O)Nc2ccc(S(=O)(=O)Nc3cc(C)nc(C)n3)cc2)cc1	-16	3
O=C(NCc1csc(-c2cccs2)n1)C1CCC1	-7	4
CC1(C)CC(NC2C3CC4CC(C3)CC2C4)CC(C)(C)N1 (stereo not drawn)	-25	3
CSCCC(NS(=O)(=O)c1ccc2c(c1)oc(=O)n2C)C(=O)NCc1ccccc1 (stereo not drawn)	22	5
CC(C)(C)C(=O)CSc1ncnc2c1cnn2-c1ccccc1	-21	10
COc1ccc(/C=N/NC(=O)Cn2nc([N+](=O)[O-])cc2C)c(OC)c1OC	-12	4
COc1ccc(S(=O)(=O)N2CCCCC2)cc1NC(=O)c1cccnc1SC	10	10
c1ccc(CN(Cc2ccccc2)c2c3c(nc4ncnn24)CCC3)cc1	6	8
CN1C[C@@H]2C(c3ccc(C(F)(F)F)cc3)C3(c4cccnc4)CC2(C3)[C@H]1c1ccccc1 (stereo partly drawn)	3	7
COc1ccc(C2CC(c3ccccc3)=NN2S(=O)(=O)c2ccccc2)cc1 (stereo not drawn)	18	9
O=C(/C=C/c1ccc(F)cc1)c1cc(Br)ccc1O	18	26
O=C(NN=C1C2CC3CC(C2)CC1C3)c1ccccc1O	-6	9
COc1ccc2c(c1OC)C(=O)N(c1ccc(C)cc1)C2	-5	7
CN(C)/C=N/n1cnc2ccccc2c1=O	-24	6
COC(=O)c1ccc(OC)c(OC)c1Cl	-6	9
Cc1ccc(-c2cn3nc(-c4ccccc4)c(-c4ccccc4)nc3n2)cc1	6	41
Cc1nccn1CC(=O)N/N=C/c1cccs1	3	8
CC1=NNC(=O)C1CCC(=O)N/N=C/c1ccccc1 (stereo not drawn)	3	7
FC(F)(F)c1ccc(-c2nc(=S)[nH][nH]2)cc1	-8	11
Cc1cc(C)cc(OCc2nnc(N)s2)c1	1	6
CCOC(=O)Cc1csc(NC(=O)CN2C(=O)c3ccccc3C2=O)n1	-8	8
S=C(NCCc1ccccc1)Nc1ccccc1	-30	7
O=S(=O)(CCN1CCCCC1)Oc1ccc(Cl)cc1Cl	24	5
COc1c(O)cccc1/C=N/NC(=O)Cn1ccnc1C	-40	8
Cc1cc(C)n2nc(C(=O)N/N=C/c3ccco3)nc2n1	6	5
Cc1ccc(NC(=S)N/N=C2/CCCCc3ccccc32)cc1	-6	9
COc1ccc(C2c3c(-c4ccccc4O)n[nH]c3C(=O)N2Cc2ccco2)cc1OC (stereo not drawn)	-6	11
N#Cc1c(Cl)cccc1Oc1ccc(S(=O)(=O)Nc2ccccc2)cc1	-4	5
Cc1cc(C(=O)COC(=O)c2ccc[nH]c2=O)c(C)n1-c1ccccc1F	-13	7
O=C(/C=C/c1cn(CC(O)CN2CCCCC2)c2ccccc12)c1ccccc1 (stereo not drawn)	-11	8

New compounds follow:
SMILES	Pf gamet viab	Avidin bead fluor
COc1ccccc1-[n+]1c(C)cc(/C=C2\Sc3ccccc3N2C)cc1C	-12	10
COc1cc(NC(=O)c2ccc(OC)c([N+](=O)[O-])c2)ccc1NC(=O)c1ccco1	14	7
Nn1c(-c2ccc(O)cc2)nnc1-c1ccc(O)cc1	15	8
O=C(NCC1CCN(S(=O)(=O)c2ccccc2)CC1)Nc1ccccc1	-27	7
O=C(Nc1ccc(Cl)cc1)[C@@H]1[C@@H]2C(=O)N(c3cccc(F)c3)C(=O)[C@@H]2[C@H]2C=CC=NN21	16	6
CCCCOc1ccc(-c2ncc([N+](=O)[O-])cn2)cc1	13	5
O=C(O)c1ccc(OCC(O)Cn2c3ccccc3c3ccccc32)cc1 (stereo not drawn)	22	5
COC(CNc1ccc([N+](=O)[O-])c(NCC(OC)OC)c1C#N)OC	0	6
Cc1ccc(S(=O)(=O)n2cc(C=O)c3ccccc32)cc1	14	8
Cc1ccc(S(=O)(=O)N2CCN(C(=O)CSc3nccn3C)CC2)cc1	3	6
Cc1csc(NC(=O)c2ccc(S(=O)(=O)N3CCCC3)cc2)n1	28	7
COc1ccc(Br)c(-c2nc(CS(=O)(=O)c3ccc(F)cc3)no2)c1	1	6
CN1CCN(C(=O)/C(C#N)=C/c2ccc(OC(F)F)cc2)CC1	4	12
O=C(Nc1ccc(OC(F)(F)F)cc1)Oc1ccccc1N1CCCCC1	-1	7
Clc1ccc(C2=Nn3c(Cn4nnc5ccccc54)nnc3SC2)cc1	-13	6
Cc1ccc(C)c(N(Cc2cc3ccc(C)cc3[nH]c2=O)C(=O)c2ccco2)c1	16	3
O=C(NCc1ccc2c(c1)OCO2)c1ccc(Br)s1	21	9
COc1ccc(C2c3ccc(O)cc3Oc3ncn4nc(-c5ccccn5)nc4c32)cc1 (stereo not drawn)	-2	6
O=C(CCc1ccc(O)cc1)c1c(O)cc(O)cc1O	0	13
COc1cc(C(CC(=O)N2CCCC2)c2c(OC)cc(OC)c3ccc(=O)oc23)cc(OC)c1OC (stereo not drawn)	5	8
Cc1cc(/C=N/Nc2ncnc(N)c2[N+](=O)[O-])c(C)n1-c1ccccc1	8	8
CC(CC(=O)Nc1ccc(S(=O)(=O)N2CCOCC2)cc1)c1ccccc1 (stereo not drawn)	-11	7
O=C(O)c1ccc(COc2ccc3c(c2)CCC3)cc1	-5	8
Cc1sc2ncnc(N)c2c1C	-21	22

In the list so far, these have a CF3 group.
SMILES	Pf gamet viab	Avidin bead fluor
Cn1c(SCc2cc(=O)[nH]c(C(C)(C)C)n2)nnc1C(F)(F)F	-10	3
CN1C[C@@H]2C(c3ccc(C(F)(F)F)cc3)C3(c4cccnc4)CC2(C3)[C@H]1c1ccccc1 (stereo partly drawn)	3	7
FC(F)(F)c1ccc(-c2nc(=S)[nH][nH]2)cc1	-8	11
O=C(Nc1ccc(OC(F)(F)F)cc1)Oc1ccccc1N1CCCCC1	-1	7

Shown with each value named: entries from further up
> CN1CCN(C(=O)/C(C#N)=C/c2ccc(OC(F)F)cc2)CC1
  Pf gamet viab = 4
  Avidin bead fluor = 12

> O=C(Nc1ccc(OC(F)(F)F)cc1)Oc1ccccc1N1CCCCC1
  Pf gamet viab = -1
  Avidin bead fluor = 7

> Clc1ccc(C2=Nn3c(Cn4nnc5ccccc54)nnc3SC2)cc1
  Pf gamet viab = -13
  Avidin bead fluor = 6

> Cc1ccc(C)c(N(Cc2cc3ccc(C)cc3[nH]c2=O)C(=O)c2ccco2)c1
  Pf gamet viab = 16
  Avidin bead fluor = 3

Next section
SMILES	Pf gamet viab	Avidin bead fluor
Cc1cc(C)cc(NC(=O)NCC(O)COc2ccc([N+](=O)[O-])cc2)c1 (stereo not drawn)	-19	41
Cc1cc(C)c2sc(NC(=O)c3ccc(N4C(=O)CCC4=O)cc3)nc2c1	-17	6
C(=C\c1ccncc1)/c1ccncc1	3	3
COc1ccc(C)cc1-n1cnnn1	-8	6
CCOc1ccc(S(=O)(=O)Nc2nc3ccccc3nc2-n2ccc(=NC(=O)c3ccccc3C)cc2)cc1	-17	3
Cc1ccc2[nH]c3c(=O)n(N)c(=O)[nH]c3c2c1	1	3
CCNc1nc(NCC)nc(OCCNS(=O)(=O)c2ccccc2)n1	13	7
Cc1cccc(NC(=S)NCCc2ccccn2)c1	-11	4
c1ccc2c(c1)CC1(CCCC1)N=C2N1CCOCC1	22	8
c1ccc(-c2[nH]ncc2CN2CCN(Cc3ccc4c(c3)OCO4)CC2)cc1	19	2
N#C/C(=C(/O)CSc1n[nH]c(N)n1)c1nc2ccccc2[nH]1	2	9
Cc1nc(-c2nc(-c3c(C(=O)NNC(=O)Nc4ccccc4)noc3C)cs2)cs1	18	8
Cc1ccc(NC(=O)NCCCl)cc1S(=O)(=O)N1CCOCC1	7	5
CN1C(C(=O)NCc2ccc(OC(F)(F)F)cc2)CC2Cn3c(nc4cc5ccccc5cc43)C21 (stereo not drawn)	13	7
Cc1ccccc1C(=O)Nc1nnc(CC(=O)N/N=C/c2ccncc2)s1	14	7
Cc1ccc2nc(Cl)c(/C=N/Nc3ccc(C(=O)O)cc3)cc2c1	-6	9
COc1cccc(/C=C/c2ccccn2)c1O	-3	6
CC(C)S(=O)(=O)C/C(N)=N/OS(=O)(=O)c1ccc(Cl)cc1	2	2
CCCc1nnc2n1N=C(c1ccc([N+](=O)[O-])cc1)CS2	10	9
CCCCCC1=NN2C(=O)CC(=O)N=C2S1	6	9
COc1ccccc1-c1c(C)nn2c(-c3ccccc3)cc(C)nc12	-1	7
CNC(=O)Nc1cccc2cccnc12	6	6
COC(=O)CCC(=O)OC1(C)C(=O)C=C2C=C(C3CC3)N(CCc3c[nH]c4ccccc34)C=C2C1=O (stereo not drawn)	-6	10
Fc1ccc(Nc2nc(NCc3ccco3)c3ccccc3n2)cc1	2	7
O=C(NNc1cc(Cl)cc(Cl)c1)c1cccs1	-2	3
COc1ccc(C2/C=C\CN(CC(C)(C)C)CC(=O)N2Cc2ccc(F)cc2)cc1 (stereo not drawn)	21	9
Clc1ccc(Nc2ccc(Cl)nn2)cc1	10	9
COc1ccc(-c2noc(CN(Cc3nccn3C)C(C)C)n2)cc1	20	5
CCCCCc1cc(=O)oc2c(C(CCN3CCCCC3)c3ccc4c(c3)OCO4)c(OC)cc(OC)c12 (stereo not drawn)	-5	9
CC1(C)Cc2c(sc3nc4n(-c5ccccc5)cnn4c(=O)c23)CO1	-4	5
NNC(=S)NC1CCS(=O)(=O)C1 (stereo not drawn)	7	7
CCCCCC[N+](C)(C)CCSSCC[N+](C)(C)CCCCCC	18	3
Cc1[nH]c2ccccc2c1C(=O)CSC(=S)N1CCOCC1	5	8
Cc1cc(C)c([N+](=O)[O-])cc1NC(=O)CCS(=O)(=O)c1ccccc1	-6	7
Nc1cc(=O)[nH]c(=O)n1-c1ccc(Cl)cc1	-8	5
Cn1cc(Br)c(-c2cccc(NC(=O)CCCC(=O)O)c2)n1	-10	9
O=C1/C(=C\c2ccc(C(F)(F)F)cc2)CSc2sccc21	4	5
Fc1ccc(/C=N/Nc2nc(-c3cccnc3)nc3ccccc23)cc1	-13	4

Sorted by length of the SMILES (high to low): some entries from above
SMILES	Pf gamet viab	Avidin bead fluor
CCCCCc1cc(=O)oc2c(C(CCN3CCCCC3)c3ccc4c(c3)OCO4)c(OC)cc(OC)c12 (stereo not drawn)	-5	9
CCCCCC[N+](C)(C)CCSSCC[N+](C)(C)CCCCCC	18	3
O=C(NNc1cc(Cl)cc(Cl)c1)c1cccs1	-2	3
